# Source: PubChem
# MC4R antagonist: blocks human MC4R cAMP signaling. MC4R-expressing cells, MTII-stimulated cAMP, LANCE TR-FRET. inhibition, % at 6.5 µM. AID 540295. 360,000 compounds, 0.48% hits;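 active = inhibition above its plate's cutoff, the mean of tested wells on that plate plus 3 SD, cut at about 29% in these data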;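 also: 0% = Melanotan II alone and 100% = Melanotan II plus saturating MCL0020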
#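 Assay system: human MC4R-expressing U2OS cells; reagent: Melanotan II stimulation of cells; dosing: 6.5 µM single dose; timing: compound 30 min, challenge 1 h, detection 1 h; signal: TR-FRET cAMP assay; replicates: one well per compound, no replicates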
# NCOA2 inhibitor: inhibits human steroid receptor coactivator 2 | Q15596 | HEK293 GAL4-SRC2 luciferase reporter, luminescence | inhibition, % at 9 µM | 370,000 compounds, 0.17% hits;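 active = inhibition above the mean inhibition of all tested compounds plus 3 SD, set per campaign, cut at about 52% in these data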;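 also: 0% = DMSO treated cells and 100% = cells given Gossypol at 36 µM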
# Target sequence (Q15596 whole entry, looked up, the tested form may be a part): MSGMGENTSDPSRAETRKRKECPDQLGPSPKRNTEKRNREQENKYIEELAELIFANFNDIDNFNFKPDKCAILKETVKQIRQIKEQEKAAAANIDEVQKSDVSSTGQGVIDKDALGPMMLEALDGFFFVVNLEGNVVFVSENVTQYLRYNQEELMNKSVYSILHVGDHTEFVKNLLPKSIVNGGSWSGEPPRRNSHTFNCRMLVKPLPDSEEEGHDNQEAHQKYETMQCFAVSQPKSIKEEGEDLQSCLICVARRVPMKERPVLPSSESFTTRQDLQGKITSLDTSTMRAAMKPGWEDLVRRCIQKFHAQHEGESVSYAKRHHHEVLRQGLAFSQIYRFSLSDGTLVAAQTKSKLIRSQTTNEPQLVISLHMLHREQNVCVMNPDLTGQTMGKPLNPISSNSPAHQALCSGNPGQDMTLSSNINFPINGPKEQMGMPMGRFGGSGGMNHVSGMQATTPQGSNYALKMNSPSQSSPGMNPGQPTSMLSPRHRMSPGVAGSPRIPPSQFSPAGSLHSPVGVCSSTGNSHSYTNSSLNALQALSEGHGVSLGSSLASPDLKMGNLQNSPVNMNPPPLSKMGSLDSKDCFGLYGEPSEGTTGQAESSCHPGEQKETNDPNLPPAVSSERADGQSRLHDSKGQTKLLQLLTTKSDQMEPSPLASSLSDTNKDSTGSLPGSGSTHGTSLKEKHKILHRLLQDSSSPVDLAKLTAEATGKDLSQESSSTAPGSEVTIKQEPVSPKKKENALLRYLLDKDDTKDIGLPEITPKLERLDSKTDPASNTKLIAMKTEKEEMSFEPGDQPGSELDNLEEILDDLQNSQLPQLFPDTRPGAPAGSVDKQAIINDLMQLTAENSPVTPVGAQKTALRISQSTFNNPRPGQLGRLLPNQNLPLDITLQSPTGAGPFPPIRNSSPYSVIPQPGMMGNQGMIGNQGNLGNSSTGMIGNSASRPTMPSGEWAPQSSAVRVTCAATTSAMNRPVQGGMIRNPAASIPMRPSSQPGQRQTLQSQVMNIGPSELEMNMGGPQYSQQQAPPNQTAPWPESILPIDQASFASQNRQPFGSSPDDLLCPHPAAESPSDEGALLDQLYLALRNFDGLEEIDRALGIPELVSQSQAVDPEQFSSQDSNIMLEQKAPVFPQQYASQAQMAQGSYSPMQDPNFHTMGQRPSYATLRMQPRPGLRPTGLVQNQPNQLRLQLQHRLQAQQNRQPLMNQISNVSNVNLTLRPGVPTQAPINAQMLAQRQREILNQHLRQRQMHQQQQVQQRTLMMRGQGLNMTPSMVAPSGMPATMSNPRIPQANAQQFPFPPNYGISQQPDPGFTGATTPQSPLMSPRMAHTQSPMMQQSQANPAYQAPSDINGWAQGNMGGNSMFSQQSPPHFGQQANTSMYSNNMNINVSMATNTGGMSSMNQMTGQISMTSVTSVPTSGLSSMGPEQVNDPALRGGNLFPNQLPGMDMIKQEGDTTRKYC
# Cardio protect: myocardial damage modulation in H9c2 cells; AID 588492; protection from H2O2 cell death, % at 20 µM; H9c2 cardiomyocytes, H2O2 injury protection, ATPLite, 2 h; 360,000 compounds, 0.63% hits;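 active = compounds giving at least 50% protection of heart cells from peroxide-induced death in the single-dose screen, raw or plate-pattern-corrected value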;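 also: 0% = DMSO wells with peroxide and 100% = DMSO wells without peroxide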
# HTR2A ag: agonists of mouse serotonin 5-HT2A receptor (HTR2A) | CHO-K1 mHTR2A beta-arrestin complementation, luminescence; percent of 30 µM serotonin response | activation, % at 7.6 µM | 360,000 compounds, 0.66% hits | AID 624169;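 active = activation above a run cutoff, the mean activation of all tested compounds plus 3 SD, cut at about 14% in these data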;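 also: 0% = plate median of compound wells and 100% = 30 µM serotonin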
# ABCB6 inh 2: human ABCB6 transporter inhibition; Q9NP58; K562-ABCB6 porphyrin accumulation, flow cytometry, 1 h; active compounds read low; fluorescence ratio to DMSO, % at 10 µM; 360,000 compounds, 0.19% hits;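 active = fluorescence ratio to DMSO below 75%, the collection mean minus 3 SD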;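 also: signal is porphyrin accumulated inside mitochondria; 100% equals median channel fluorescence of DMSO control wells; lower ratio means ABCB6 inhibition with less porphyrin fluorescence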
# Glyco luc inh: blocks N-linked glycosylation in D54 reporter cells | reporter increase, % at 12.5 µM | D54 ERlucT glycosylation luciferase reporter, 24 h; percent of 100 nM tunicamycin response | 360,000 compounds, 0.23% hits | AID 588692;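 active = mean luciferase reporter signal, scaled so untreated is 0 and the glycosylation-blocking control 100, at or above a set limit in every replicate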;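 also: luciferase carries N-glycosylation sites so blocking glycosylation raises the light; 0% = median of neutral control wells and 100% = median of 100 nM tunicamycin wells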
# NOD2 RIPK2 PPI: blocks binding of human NOD2 to RIPK2. CHO BLA complementation NOD2-RIPK2, CCF4 ratio. O43353. inhibition, % at 4.98 µM. 360,000 compounds, 0.38% hits; in the data active = inhibition above about 21%;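 also: 0% = vehicle only and 100% = reference blocker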
# TLR9-MyD88 block: inhibitors of human TLR9-MyD88 binding. AID 504734. 340,000 compounds, 0.21% hits. Q9NR96+Q99836. inhibition, % at 4.98 µM. CHO BLA complementation TLR9-MyD88, CCF4 FRET ratio;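 active = inhibition above the mean over all tested compounds plus 3 SD, cut at about 21% in these data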;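 also: 0% = DMSO only wells and 100% = clavulanate BLA inhibitor control wells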
# MC4R barr agon: human MC4R agonism via beta-arrestin. U2OS MC4R beta-arrestin complementation, luminescence; percent of melanotan II response, DMSO zero. AID 540308. activation, % at 8.9 µM. P32245. 360,000 compounds, 0.98% hits;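 active = activation above a per-plate cutoff, the mean activation of sample wells on that plate plus 3 SD, cut at about 8% in these data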
# ABHD5-PLIN5 inh: ABHD5-PLIN5 protein interaction inhibition. Q00G26+Q8WTS1. Split G. princeps luciferase complementation, luminescence, 4 h. inhibition, % at 4 µM. 360,000 compounds, 0.78% hits;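 active = inhibition above the mean inhibition across every tested compound plus 3 SD, cut at about 22% in these data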;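 also: 0% = DMSO only wells and the 100% control is not disclosed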
# Starred values were filed as active, the others as inactive; x = no result given. A portion of the library (hit frequency here may not be typical).
SMILES,MC4R antagonist,NCOA2 inhibitor,Cardio protect,HTR2A ag,ABCB6 inh 2,Glyco luc inh,NOD2 RIPK2 PPI,TLR9-MyD88 block,MC4R barr agon,ABHD5-PLIN5 inh
C=CCN([C@H](C(=O)OC)C(C)C)S(=O)(=O)CCNCc1ccccc1,1,-7,6,6,95,-1,-14,7,-0.1,1
CCOC(=O)c1sc(NC(=O)C(CC)OC(=O)c2ccco2)nc1C (centres undefined),13,17,-7,-3,98,1,4,2,1.2,4
COc1ccc(CCNC(=O)c2ccccc2-c2ccccc2C(=O)O)cc1OC,-2,-15,8,8,103,3,-6,-6,-2.3,6
CCc1ccc2cccc3c2c1N=CN3C,-9,-5,-6,-9,98,8,-10,-7,0.7,-2
O=C(Oc1ccc2c(-c3ccccc3)cc(=O)oc2c1)C1CCCCC1,-6,-25,88*,10,99,-4,-3,-5,-0.6,6
O=C(CNC(=O)N1CC(=O)Nc2ccccc21)NCc1ccc(Cl)cc1,0,-7,1,2,102,6,-2,11,-1.8,5
C/C(=N/NS(=O)(=O)c1ccc(C)cc1)c1c[nH]c2ccccc12,3,17,-2,2,97,1,-10,-9,-1.2,-2
CCc1cc2c(=O)c(-n3cnc4ccccc43)coc2cc1O,-4,0,4,5,93,0,7,7,-0.8,2
Clc1ccccc1-c1ccc(/C=N/n2cnnc2)o1,-8,5,7,-4,97,0,-5,10,0.6,8
COc1ccc(OCC(O)CN2CC(C)OC(C)C2)cc1 (centres undefined),5,-45,4,4,100,1,2,-1,-0.2,-1
O=C(C1=C[C@@H](c2csc3ccccc23)C[C@@H](OCc2ccc(CO)cc2)O1)N1CCN(Cc2ccccc2)CC1,19,x,4,-4,97,-6,16,-2,-1.9,17
Cc1ccc(-n2c(-c3ccco3)nc3nc4ccccc4nc32)cc1F,4,-10,-4,8,110,0,5,12,-1.0,7
CCn1c(SCC(=O)N/N=C/C(C)=C\c2ccco2)nnc1-c1ccccc1,-5,7,3,3,106,5,11,5,-2.6,7
CCCCN(CCCC)CC1OCc2ccccc2CO1,3,-8,0,3,97,0,0,2,-0.1,2
Cc1ccc(C(=O)Nc2nnc(S(=O)(=O)N3CCN(c4ccc(F)cc4)CC3)s2)cc1,-1,-33,-3,7,98,2,4,-3,-2.3,-2
NC(=S)N/N=C/c1coc2cc(Br)ccc2c1=O,14,2,-5,0,98,1,6,6,-2.3,-3
Cc1ccc(-c2cnn(-c3cccc([N+](=O)[O-])c3)c2N)cc1,-1,-47,-4,0,96,0,10,-13,-2.4,-6
CCN(CC)S(=O)(=O)c1cc(NC(=O)C2CSC3(C)CCC(=O)N23)ccc1C (centres undefined),10,-41,-1,1,103,2,-2,-8,0.6,-10
O=C(Nc1ccc(Cl)cc1)c1ccc(OC2CSC2)cc1,9,-30,3,-3,97,1,4,-1,-3.9,0
N#Cc1cccc(-c2cn(S(=O)(=O)c3ccc(Cl)cc3)nc2N)c1,12,7,-28,-2,95,-5,8,1,-1.3,10
O=C(CCCSCCCC(=O)NN=Cc1ccccc1)NN=Cc1ccccc1,-7,6,-13,-2,82,1,1,-6,0.6,-8
O=C(N/N=C/c1ccc[nH]1)c1sc2ccccc2c1Cl,2,-1,46,-10,105,11,15,9,-2.4,-5
COc1cc(/C=N/Nc2ccc([N+](=O)[O-])cn2)cc(OC)c1O,1,-35,6,8,94,2,-5,3,-3.6,-4
O=C1NC2(Nc3ccccc31)C(=O)Nc1ccccc12 (centres undefined),-4,-37,27,-4,96,1,-8,1,-1.0,0
COCCNC(=O)COc1cccc(Oc2ccccc2)c1,0,-9,0,-1,100,-4,-2,3,-1.2,-3
O=C(COC(=O)c1cccc(C(F)(F)F)c1)NCc1ccccc1,11,8,-4,5,93,2,9,5,2.5,2
CN(Cc1ccccc1)C(=O)C1CCCN(Cc2ccc(Cl)cc2)C1 (centres undefined),0,-3,10,-4,105,-3,9,-2,-1.6,4
Cc1ccccc1CN(C)C1CCN(C)CC1,3,-10,4,-2,96,1,2,-2,2.9,6
O=C(OCCCc1cc2ccccc2c(=O)o1)c1ccccc1C(F)(F)F,2,13,-4,8,98,2,-12,1,3.2,-6
Cc1cc(C(=O)Nc2cc(S(C)(=O)=O)ccc2Cl)c(C)o1,0,-11,1,-3,98,1,9,5,-1.1,-1
CC1=CC(C)(C)Nc2ccc(OC(=O)CN3C(=O)CCC3=O)cc21,-2,31,-23,-1,102,1,-3,-11,-0.6,80*
CC(C)NC(=S)N/N=C/c1ccc(N2CCOCC2)cc1,-3,-33,-1,1,101,-1,4,-7,-0.7,-4
CCOC(=O)C[C@H]1c2cc(F)ccc2S(=O)(=O)N1C(C)(C)C,-3,-6,8,0,95,-1,-6,5,0.1,-2
N=c1c2c(n(Cc3ccccc3)c3c1CCC3)CCC2,-1,10,-19,1,98,-4,5,-3,2.3,10
COc1cc(C(=O)N2C(=O)CCC2=O)cc(OC)c1OC,11,-20,-1,-2,98,3,2,-22,0.4,-2
COCCCn1c(=O)c2sccc2n(Cc2ccccc2C)c1=O,25,3,-5,-3,96,-2,-7,-3,0.5,-5
Cc1cc(-c2nnc(SCC(=O)NC3CC3)n2C(C)C)cs1,2,-11,5,-6,93,x,1,-10,-2.6,2
CC(=O)c1ccc(NC(=O)c2cccc(N3C(=O)c4ccccc4C3=O)c2)cc1,-5,x,-4,4,99,1,0,5,1.7,2
O=C(CCS(=O)(=O)c1cc2c(cc1Cl)NC(=O)CO2)NCc1ccccc1,13,-15,9,2,94,-3,3,-5,0.5,-6
CN(C)CCn1c(=O)n(-c2cccc(Cl)c2)c(=O)c2c3c(sc21)CCCCC3,0,3,-1,-5,98,0,-14,4,-2.7,-3
CCN(CC)S(=O)(=O)c1ccc(N2CCOCC2)c(NS(=O)(=O)c2ccc(C(C)C)cc2)c1,20,-16,-1,-3,99,-2,1,-7,0.7,4
CC(=O)Nc1ccccc1-c1nnc(SCc2ccccc2Cl)[nH]c1=O,1,7,-5,-1,94,2,-4,-4,-1.5,-3
C=C(C)CC(NCCc1ccccc1)c1ccco1 (centres undefined),8,-32,-2,-5,96,0,-7,3,-2.7,-13
O=c1cc(/N=C/c2coc3c(ccc4ccccc43)c2=O)[nH]c(=S)[nH]1,26,26,-8,3,102,0,-13,-12,-0.6,1
O=P(CCNCc1ccco1)(c1ccccc1)c1ccccc1,-5,-18,15,-2,87,-1,4,11,0.8,2
CC(C)NC(=O)NC(=O)COC(=O)c1ccccc1F,7,-5,-2,-6,88,3,-2,1,-1.3,6
COc1ccc(S(=O)(=O)N2CCC(CN3C(=O)c4cccc5cccc(c45)C3=O)CC2)cc1,17,-13,-6,-1,95,-5,-4,2,-0.4,-4
O=S(=O)(Nc1ccc2c3c(cccc13)CC2)c1ccccc1,6,4,-12,0,101,-1,-7,-10,1.3,-7
CC1CCCCN1Cc1c(O)ccc2c(=O)c(-c3ccccc3)coc12 (centres undefined),14,-12,1,-1,101,1,2,1,-1.6,3
COc1ccccc1NC(=O)c1c([N+](=O)[O-])c(C(C)(C)C)nn1C,8,12,4,6,96,-3,-4,-11,-0.1,2
Cc1ccc(SCC(=O)Nc2ccc(S(N)(=O)=O)cc2)cc1,-5,2,-8,-5,103,1,1,-3,1.0,-2

# Reformatted with two lines to a compound: entries from further up
# The line under a structure holds: MC4R antagonist, NCOA2 inhibitor, Cardio protect, HTR2A ag, ABCB6 inh 2, Glyco luc inh, NOD2 RIPK2 PPI, TLR9-MyD88 block, MC4R barr agon, ABHD5-PLIN5 inh
- C=CCN([C@H](C(=O)OC)C(C)C)S(=O)(=O)CCNCc1ccccc1
    1, -7, 6, 6, 95, -1, -14, 7, -0.1, 1
- CCOC(=O)c1sc(NC(=O)C(CC)OC(=O)c2ccco2)nc1C (centres undefined)
    13, 17, -7, -3, 98, 1, 4, 2, 1.2, 4
- COc1ccc(CCNC(=O)c2ccccc2-c2ccccc2C(=O)O)cc1OC
    -2, -15, 8, 8, 103, 3, -6, -6, -2.3, 6
- CCc1ccc2cccc3c2c1N=CN3C
    -9, -5, -6, -9, 98, 8, -10, -7, 0.7, -2
- O=C(Oc1ccc2c(-c3ccccc3)cc(=O)oc2c1)C1CCCCC1
    -6, -25, 88*, 10, 99, -4, -3, -5, -0.6, 6
- O=C(CNC(=O)N1CC(=O)Nc2ccccc21)NCc1ccc(Cl)cc1
    0, -7, 1, 2, 102, 6, -2, 11, -1.8, 5
- C/C(=N/NS(=O)(=O)c1ccc(C)cc1)c1c[nH]c2ccccc12
    3, 17, -2, 2, 97, 1, -10, -9, -1.2, -2
- CCc1cc2c(=O)c(-n3cnc4ccccc43)coc2cc1O
    -4, 0, 4, 5, 93, 0, 7, 7, -0.8, 2
- Clc1ccccc1-c1ccc(/C=N/n2cnnc2)o1
    -8, 5, 7, -4, 97, 0, -5, 10, 0.6, 8
- COc1ccc(OCC(O)CN2CC(C)OC(C)C2)cc1 (centres undefined)
    5, -45, 4, 4, 100, 1, 2, -1, -0.2, -1
- O=C(C1=C[C@@H](c2csc3ccccc23)C[C@@H](OCc2ccc(CO)cc2)O1)N1CCN(Cc2ccccc2)CC1
    19, x, 4, -4, 97, -6, 16, -2, -1.9, 17
- Cc1ccc(-n2c(-c3ccco3)nc3nc4ccccc4nc32)cc1F
    4, -10, -4, 8, 110, 0, 5, 12, -1.0, 7
- CCn1c(SCC(=O)N/N=C/C(C)=C\c2ccco2)nnc1-c1ccccc1
    -5, 7, 3, 3, 106, 5, 11, 5, -2.6, 7
- CCCCN(CCCC)CC1OCc2ccccc2CO1
    3, -8, 0, 3, 97, 0, 0, 2, -0.1, 2
- Cc1ccc(C(=O)Nc2nnc(S(=O)(=O)N3CCN(c4ccc(F)cc4)CC3)s2)cc1
    -1, -33, -3, 7, 98, 2, 4, -3, -2.3, -2
